MKP-3 inhibition: inhibition of rat DUSP6 enzyme activity – biochemical, in vitro, primary screen (AID 425); recombinant MKP-3 phosphatase activity, fluorescence; higher % means a stronger effect; inhibition, % at 20 µM; hits with a dose series show IC50 in µM; actives 0.17% (n = 110,000); in the data active means inhibition above about 50%;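 further: plate controls were vehicle for no effect and reference inhibitor for full effect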
Hsp70 displacement: Hsp70 inhibitors, probe displacement, primary screen, biochemical, fluorescence polarization (AID 583) | Hsp70 fluorescence polarization probe displacement, mP; higher % means a stronger effect | displacement, % at 20 µM; hits with a dose series show IC50 in µM | actives 0.06% (n = 140,000); in the data active means displacement above about 50%;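 further: plate controls were vehicle for no effect and reference ligand for full effect; a part of the inactive calls stands beside numbers as strong as those of hits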
* hit, by the source's call; . = no result given; & = joins results of further samples. Only part of the results is shown; count on the stated rates, not on these rows.

SMILES | Hsp70 displacement | MKP-3 inhibition
O=S1(=O)CCC(Oc2ccc(Br)cc2)C1 (configuration not stated) | -2.4% | -4%
COC(=O)C1=C(C)N(CC(C)C)C(=O)/C1=C\c1cccs1 | -2.3%&1.2% | 6%
c1ccc(C(c2ccccc2)N2CCN(c3ccc4ccccc4n3)CC2)cc1 | 3.4%&-2.5% | 0%
Cc1cc2c(cc1C)NC(c1cc(Br)ccc1F)C1=C(CC(C)(C)CC1=O)N2 (configuration not stated) | -0.8% | 5%
COc1ccc(C(=O)N/N=C/c2ccc(N(C)C)cc2)c(OC)c1 | -1.5% | 2%
CC(=O)Nc1cccc(-c2nnc(SCc3ccccc3C#N)n2C)c1 | -3.3% | 1%
CCC(Sc1ccccn1)C(=O)Nc1nnc(C)s1 (configuration not stated) | -0.3% | -6%
CC1(C)CC(=O)C(Sc2nnc(-c3ccc(NS(C)(=O)=O)cc3)n2Cc2ccco2)C(=O)C1 | -2.7% | -1%
Nc1nc(F)nc2c1ncn2[C@@H]1O[C@H](CO)[C@@H](O)[C@@H]1O | -2.6% | -5%
CC(=Nc1ccc(C)cc1)c1sc2ccccc2c1O | -7.5% | .
CC(=O)NCCCCCCNC(C)=O | 3.9% | 4%
COC(=O)c1cccc(-n2nnnc2SCC(=O)Nc2cc(C)on2)c1 | -1.9% | -4%

Three compounds already listed, ordered by SMILES length, rising:
SMILES | Hsp70 displacement | MKP-3 inhibition
CC(=Nc1ccc(C)cc1)c1sc2ccccc2c1O | -7.5% | .
COc1ccc(C(=O)N/N=C/c2ccc(N(C)C)cc2)c(OC)c1 | -1.5% | 2%
c1ccc(C(c2ccccc2)N2CCN(c3ccc4ccccc4n3)CC2)cc1 | 3.4%&-2.5% | 0%

Continuation:
SMILES | Hsp70 displacement | MKP-3 inhibition
Cc1ccccc1C(=O)NNC(=O)c1ccc(Br)cc1 | 1.2% | -2%
COc1cccc2c1OC1(C)CC2NC(=O)N1c1cccc(C(=O)N2CCN(c3ccccn3)CC2)c1 (configuration not stated) | . | 8%
Cc1cc(C)nc(NC(=NCc2ccc3c(c2)OCO3)NC(=O)Nc2ccccc2)n1 | 8.0% | 1%
Oc1ccc(Nc2ccnc3cc(Cl)ccc23)cc1 | 1.8% | 0%
COc1cccc(OC)c1C(=O)N1CC(C)OC(C)C1 (configuration not stated) | -2.0% | -3%
CCn1c(SCC(=O)NC(=O)Nc2ccc3c(c2)OCCO3)nnc1-c1cccs1 | -5.3% | -17%
Cc1ccc(NC2CC(=O)N(c3ccccc3)C2=O)cc1 (configuration not stated) | 0.1% | -1%
O=C(CCN1C(=O)c2ccccc2C1=O)NCc1ccco1 | 8.5% | .
Cc1ccc(SCc2nc(-c3cccnc3)no2)cc1 | 5.4% | -9%
COc1ccc2c(C(F)(F)F)cc(=O)oc2c1 | 2.2% | -4%
CCOC(=O)C(=O)Nc1ccc(F)cc1 | 5.5% | .
C/C(=N\N1CCN(Cc2cccc3ccccc23)CC1)c1cccs1 | -1.8% | 4%

(listing goes on)
SMILES | Hsp70 displacement | MKP-3 inhibition
Cc1ccc(NC(=O)c2cc(N3C(=O)C4CC=CCC4C3=O)ccc2N2CCOCC2)cc1Cl (configuration not stated) | -3.2% | .
COc1ccc2c(c1)[nH]c1c(=O)n(CCCN3CCOCC3)cnc12 | 1.5% | .
COc1cc(/C(C)=N/N2CCN(c3ccccc3OC)CC2)ccc1O | 1.9% | -2%
COc1ccc(CCNC2=NCCS2)cc1 | 3.0% | -6%
Cc1ccc(C(=O)Nc2nnc(C(C)C)s2)cc1 | -1.9% | -4%
COC(=O)C1=C(C)NC(=O)/C1=C\c1cccc(OC)c1 | -0.4% | -1%
CCOc1ccccc1N(CC(=O)NCCc1ccccc1)S(=O)(=O)c1ccccc1 | -5.2% | 3%
CC(OC(=O)c1cc2sccc2n1C)C(=O)NCCc1ccccc1 (configuration not stated) | 6.6% | -12%
CCN(CC)c1ccc(N=Cc2c(C)[nH]c3ccccc23)cc1 | -2.0% | 1%
CCCSc1nc2c(cnn2-c2ccc(C)c(C)c2)c(=O)[nH]1 | 5.4% | -3%
CC1(C)Cc2c(C#N)c(SCCOc3ccccc3)nc(N3CCOCC3)c2CO1 | -3.1% | 1%
COc1ccccc1C(=O)NCC(=O)Nc1ccccc1 | -1.9% | 0%

Additional compounds follow.
SMILES | Hsp70 displacement | MKP-3 inhibition
CCOC(=O)N1CCN(CC(O)COc2ccccc2C(C)C)CC1 (configuration not stated) | -1.2% | 5%
CN(c1ccc(C(=O)Nc2ccccc2C(=O)N2CCCC2)cc1)S(C)(=O)=O | 5.4% | -4%
O=C(C1CCN(S(=O)(=O)N2CCC3(CC2)OCCO3)CC1)N1CCc2ccccc2C1 | . | -7%
Cc1cc(C)n(Cc2n[nH]c(=S)n2Cc2ccccc2)n1 | 11% | .
Cc1ccc(N(CC(=O)Nc2ccc(I)cc2)S(C)(=O)=O)cc1Cl | -4.2% | 3%
COc1cccc(C2=NOC(C(=O)NCc3ccco3)C2)c1 (configuration not stated) | -1.1% | -5%
CCN(CC)S(=O)(=O)c1ccc(C)c(C)c1 | -4.7% | .
COC(=O)CSc1nnc(-c2ccco2)n1Cc1ccco1 | 1.2% | -14%
O=C(CSc1nnc(-c2ccncc2)n1Cc1ccco1)N1c2ccccc2Sc2ccc(Cl)cc21 | 3.6% | .
Cc1cc(C)n(-c2nc3c(c(=O)[nH]c(=O)n3C)n2Cc2ccccc2)n1 | -4.0% | -2%
O=C(CC(=O)c1ccccc1)Nc1ccc2c(c1)OCCO2 | -3.1% | -12%
Oc1c(Br)cc(Br)cc1C=Nc1ccc(Cl)c2cccnc12 | 5.5% | 98%*

Retrieved by structure from the list above:
SMILES | Hsp70 displacement | MKP-3 inhibition
COc1cccc(OC)c1C(=O)N1CC(C)OC(C)C1 (configuration not stated) | -2.0% | -3%
COc1cccc(C2=NOC(C(=O)NCc3ccco3)C2)c1 (configuration not stated) | -1.1% | -5%
CN(c1ccc(C(=O)Nc2ccccc2C(=O)N2CCCC2)cc1)S(C)(=O)=O | 5.4% | -4%
CCC(Sc1ccccn1)C(=O)Nc1nnc(C)s1 (configuration not stated) | -0.3% | -6%
Cc1ccc(N(CC(=O)Nc2ccc(I)cc2)S(C)(=O)=O)cc1Cl | -4.2% | 3%

Copied from the list:
MKP-3 inhibition with `O=C(C1CCN(S(=O)(=O)N2CCC3(CC2)OCCO3)CC1)N1CCc2ccccc2C1` : -7%
Hsp70 displacement with `O=C(CC(=O)c1ccccc1)Nc1ccc2c(c1)OCCO2` : -3.1%
MKP-3 inhibition with `CN(c1ccc(C(=O)Nc2ccccc2C(=O)N2CCCC2)cc1)S(C)(=O)=O` : -4%
MKP-3 inhibition with `Cc1cc(C)n(-c2nc3c(c(=O)[nH]c(=O)n3C)n2Cc2ccccc2)n1` : -2%
MKP-3 inhibition with `CCOC(=O)N1CCN(CC(O)COc2ccccc2C(C)C)CC1` (configuration not stated) : 5%
Hsp70 displacement with `Cc1ccc(N(CC(=O)Nc2ccc(I)cc2)S(C)(=O)=O)cc1Cl` : -4.2%
MKP-3 inhibition with `COc1cccc(C2=NOC(C(=O)NCc3ccco3)C2)c1` (configuration not stated) : -5%

Continuation:
SMILES | Hsp70 displacement | MKP-3 inhibition
Cc1cc(C)n(-c2cc(Oc3ccccc3)ncn2)n1 | 0.5% | .
COc1ccc(C(=O)CC(CC(=O)c2ccc(OC)cc2)c2cccs2)cc1 | -4.5% | 1%
Cc1ccc(C)c(N2CCN(C(=O)C3CCN(c4nc(C)cc(C)n4)CC3)CC2)c1 | -0.5% | -6%
Cc1occc1C(=O)NN=C1C2CC3CC(C2)CC1C3 | -6.1% | .
CCn1c(SCC(=O)N2CCCCC2)nc(O)cc1=O | 4.3% | .
CC(C)OC(=O)c1c(NC(=O)c2ccc([N+](=O)[O-])cc2Cl)sc2c1CCCCC2 | -1.2% | 2%
C=CCN(C#N)c1nc(OC)nc(N2CCCC2)n1 | 0.9% | .
CCN(CCNC(=O)CC1Oc2ccccc2NC1=O)c1ccccc1 (configuration not stated) | 0.6% | -10%
Cc1ccc(-c2ccc(OC(=O)COc3ccccc3Cl)cc2)cc1 | -0.4% | 3%
CC(=O)c1cccc(NC(=O)CN(c2ccccc2)S(C)(=O)=O)c1 | -67% | -4%
O=C(O)c1nn(-c2ccc(Cl)cc2)ccc1=O | -2.8% | -2%
O=C(CSc1nnnn1-c1ccc(O)cc1)Nc1ccc(N2CCOCC2)c(Cl)c1 | -4.3% | .

The listing continues:
SMILES | Hsp70 displacement | MKP-3 inhibition
Cc1nc2ccc(C(=O)N3CCN(c4ccccc4)CC3)cc2s1 | 2.5% | .
Cc1c(NC(=O)c2ccc(I)o2)cccc1-c1nc2ccccc2s1 | 1.8% | 3%
COc1ccc(C2c3c(oc4ccccc4c3=O)C(=O)N2c2ccc(C)cn2)cc1OC (configuration not stated) | 1.5% | -1%
CC1Cc2ccccc2N1C(=O)CSc1nnc(-c2ccc(S(=O)(=O)N3CCCCC3)cc2)o1 (configuration not stated) | -2.7% | -3%
Cc1cccc(N(CC(=O)NC2CCCC2)C(=O)CS(=O)CC(=O)Nc2ccc3c(c2)OCO3)c1 (configuration not stated) | -1.8% | -8%
COC(=O)CN1CCN(C(c2ccccc2)c2ccccc2)CC1 | -1.1% | -3%
Cc1cc(C)nc(/N=C2/NC(=O)CS2)n1 | -3.1% | -2%
Cc1ccc(C(C)C)c(OCC(O)Cn2cnc3ccccc32)c1 (configuration not stated) | -5.3% | 4%
CCC1=NN(C(=O)COc2ccccc2)C(O)(c2ccncc2)C1 (configuration not stated) | -0.9% | 2%
CC(C)CCn1c(CN2CCN(Cc3ccccc3)CC2)nc2c1c(=O)[nH]c(=O)n2C | -6.5% | 6%
COc1ccc(C(=O)Nc2c(C)ccc3nsnc23)cc1[N+](=O)[O-] | 2.6% | -3%
CCOC(=O)C1CCCCN1C(=O)CCc1c(C)nc2cc(-c3ccccc3)nn2c1C (configuration not stated) | -0.4% | -8%

One compound at a time (already shown). Order of values: Hsp70 displacement	MKP-3 inhibition
Shown for `COc1ccc(C2c3c(oc4ccccc4c3=O)C(=O)N2c2ccc(C)cn2)cc1OC` (configuration not stated) → 1.5%	-1%
Shown for `CCC1=NN(C(=O)COc2ccccc2)C(O)(c2ccncc2)C1` (configuration not stated) → -0.9%	2%
Shown for `Cc1nc2ccc(C(=O)N3CCN(c4ccccc4)CC3)cc2s1` → 2.5%	.
Shown for `CC1Cc2ccccc2N1C(=O)CSc1nnc(-c2ccc(S(=O)(=O)N3CCCCC3)cc2)o1` (configuration not stated) → -2.7%	-3%
Shown for `CCOC(=O)C1CCCCN1C(=O)CCc1c(C)nc2cc(-c3ccccc3)nn2c1C` (configuration not stated) → -0.4%	-8%

Additional entries
SMILES | Hsp70 displacement | MKP-3 inhibition
O=C(C(Cc1ccccc1)N1C(=O)C2C3C=CC(C3)C2C1=O)N1CCCCC1 (configuration not stated) | 2.2% | -5%
Cc1nc2ccccn2c1/C(O)=C1\C(=O)C(=O)N(CCCN(C)C)C1c1ccc(Cl)cc1 (configuration not stated) | 12% | -3%
CCOC(=O)c1sc(NC(=O)c2ccc(OCC)c(Cl)c2)nc1C | -6.2% | 0%
COc1ccc(CCNC(=O)Cn2cnc3c(nnn3Cc3ccccc3F)c2=O)cc1OC | 2.1% | .
Cc1ccccc1OCCSc1ncnc2nc[nH]c12 | -1.4% | 0%
c1ccc(Nc2nn[nH]n2)cc1 | 6.2% | -7%
COc1ccc(CN2CCN(S(C)(=O)=O)CC2)c(OC)c1 | 4.4% | -13%
Cc1ccc2cccc(SCC(=O)c3ccc(Br)cc3)c2n1 | 0.4% | 0%
CC(C(=O)O)N1C(=O)/C(=C/c2ccc(Cl)cc2Cl)SC1=S (configuration not stated) | -3.0% | 0%
CCOc1ccc(NC(=O)C2CC(=O)N(c3cc(C)cc(C)c3)C2)cc1 (configuration not stated) | -2.8% | 3%
CCOc1ccc(C(=O)Nc2ccc(C)cc2[N+](=O)[O-])cc1Br | -2.2% | 2%
COc1cc(NC(=O)c2cccc(C)c2)cc(OC)c1 | -4.0% | 0%

More structures follow:
SMILES | Hsp70 displacement | MKP-3 inhibition
COc1cccc(NC(=O)CN(c2ccc(C)cc2)S(=O)(=O)c2c(C)nn(C)c2C)c1 | 4.8% | -17%
COc1ccc(C(=O)c2nc3c(n2O)CCCCC3)cc1 | 6.0% | .
O=C(COc1ccccc1)Nc1ccc(-c2nc3cc(Cl)ccc3o2)cc1 | -0.9% | 2%
O=C(Oc1ccc(-c2ccccc2)cc1)c1ccccc1[N+](=O)[O-] | -3.8% | 0%
COc1ccc(-c2nnc3n2N=C(c2ccccc2)CS3)cc1OC | 0.8% | -6%
C=CCN1C(=O)/C(=C\c2ccc(-c3ccc(C)cc3Br)o2)C(=O)NC1=S | -0.2% | 46%
Nc1ccc(S(=O)(=O)N2CCCC2)cc1 | 2.7% | 0%
O=C(O)CSCc1cnn(-c2ccccc2)c1-n1cccc1 | -5.3% | 9%
O=C(c1ccc2c(c1)[nH]c(=S)n1c3ccccc3nc21)N1CCN(c2ncccn2)CC1 | 1.4% | 2%
CCCCNCCCCCCOc1ccccc1CC | -3.0% | 0%
O=C(Cn1c(=O)c2c(ncn2Cc2ccccc2)n(Cc2ccccc2)c1=O)N1CCc2ccccc21 | 0.0% | .
Cc1sc2nc(SCC(=O)NCCCn3ccnc3)[nH]c(=O)c2c1C | -1.9% | 2%
